Screening results from PubChem.
p53ts 39C kill = kills p53ts cells at the nonpermissive temperature; H1299-p53A138V viability at 39C, ATP luminescence, 24 h; Potency, µM (series often up to 46.1 µM), without a hit: top-dose activity change, negative = cell killing, usual class: cytotoxic; 130,000 compounds, 1.5% hits; AID 902; also: nearly all actives have a fitted effect of over 55% in size
p53ts 32C kill = cytotoxicity in p53ts cells at permissive temperature. H1299-p53A138V at 32C, ATP luminescence viability, 24 h. Potency, µM (series often up to 46.1 µM), for inactives: top-dose activity change, negative = cytotoxicity, most hits filed as cytotoxic. 130,000 compounds, 0.93% hits;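 also: 0% = DMSO and -100% = full killing by reference compound; nearly all actives have a fitted effect of over 55% in size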
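Viability by ATPlite luminescence after 24 h compound treatment (up to 46 uM) at the permissive 32C. Cells are H1299 carrying p53 A138V. Scale runs from DMSO basal to 100 uM tamoxifen as full kill; AC50 from Hill fits.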
Peg3 imprint = induces erasure of genomic imprints in mouse ES cells | mouse ES Peg3-LacZ reporter, beta-gal luminescence, 40 h | AID 1948 | Potency, µM (titrated, usually from 60.7 µM), without a hit: at the highest dose activity change, positive = activation, actives largely listed as activators | 110,000 compounds, 0.02% hits;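 also: 0% = negative control wells on the plate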
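Imprint erasure is scored as LacZ activity from the silenced maternal Peg3 allele in feeder-free female ES cells cultured 40 h with LIF. Luminescence is normalized to in-plate negative controls and fitted to the Hill equation.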
IkB sig inh = inhibitors of IkB signaling in ABC-DLBCL cells; ABC-DLBCL IkBa-CBG/CBR dual luciferase ratio, 4 h; response scale: scaled: untreated 0%, proteasome inhibitor 100%; Potency, µM (doses to about 57.1 µM), inactives show at the top dose IkBa stabilization activation; 110,000 compounds, 0.04% hits; AID 445; active = well fitted curve in the direction sought with a large enough effect in the signal ratio, not every such curve was filed as active; inconclusive = small, poorly fitted or top-dose-only effect, or a change in a side signal; the % refers to the signal ratio;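 also: the direction sought is a rising ratio; 0% = basal untreated cells and 100% = reference inhibitor full response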
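Luminescence ratio of IκBα-fused green versus native red beetle luciferase in OCI-Ly3 cells, 4 h post-doxycycline with compound; red signal alone, scaled from basal (0%) to zero light (-100%), flagged nonspecific or cytotoxic effects.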
* hit, by the source's call; ? = inconclusive; . = not tested or not shown; [ ] = remark or other dose. Unless noted, calls follow the shape of the dose curve; as a rule, active = well fitted curve in the direction sought with a large enough effect; inconclusive = small, poorly fitted or top-dose-only effect, or another doubt; inactive = no such curve, though single readings can be large; an effect the other way counts as inactive or inconclusive. Unless noted, % is scaled to controls: 0 for no effect and ±100 for the full control effect; potency is read from the fitted curve at half-maximal effect.

Compound	p53ts 39C kill	p53ts 32C kill	Peg3 imprint	IkB sig inh
Cn1cccc1C(=O)N1CCC2(CCCN(c3ccccc3)C2)CC1	15.8%	3.7%	.	0.7%[11.4 µM]
COc1ccc(NC2=NC3(CCCCC3)N=C(N)N2)cc1	0.0%	10.0%	-14.7%	-1.0%
Cc1ccc2c(c1)c(=O)c1ccccc1n2CCCC(=O)Nc1c(F)cccc1F	-1.2%	9.6%	-12.2%[10.9 µM]	-1.8%
CC1(C)C(c2ccco2)=[N+]([O-])C2(CCCCC2=O)N1O (configuration not stated)	23.0%	-4.1%	.	.
CCc1ccccc1N(C)C(=O)c1ccc2c(=O)n3c(nc2c1)CCCCC3	15.2%	-0.8%	-7.3%[10.9 µM]	?
CCOC(=O)CN1C(=O)NC(C)(c2ccc(OC(F)F)cc2)C1=O (configuration not stated)	5.2%	-1.6%	-8.4%	1.1%
O=C(Cc1ccccc1)Nc1ccc(C(=O)O)cc1	4.6%	-2.9%	-74.5%[inhibitor]	1.3%
Cc1cccn2c(=O)cc(COc3cccc(NC(=O)c4cccc(Cl)c4)c3)nc12	-12.9%	-8.1%	-4.2%[10.9 µM]	?
CSc1nc(N2CCOCC2)c2c3c(sc2n1)CCCC3	9.6%	-0.7%	0.8%	-0.4%
COc1cccc(CNc2nccn(-c3ccc(OC)c(OC)c3)c2=O)c1	-2.5%	-0.1%	-13.3%[10.9 µM]	1.2%
CCC(CC)C(=O)N1CCc2cc(OC)c(OC)cc2C1COc1ccc2c(C)cc(=O)oc2c1 (configuration not stated)	0.9%	5.6%	5.8%[10.9 µM]	?
O=S(=O)(NCc1ccccc1Br)c1cccs1	22.3%	9.1%	-3.1%	0.6%
COc1ccc(-c2nc(CSc3nnc(C)n4c3cc3sccc34)c(C)o2)cc1	14.4%	8.5%	-8.3%[10.9 µM]	-2.5%
CC1CCC(NC(=O)Cn2ncc3ccccc32)CC1 (configuration not stated)	-12.6%	-12.6%	-6.8%	-0.2%
COc1ccc(-c2cnc(C)o2)cc1S(=O)(=O)Nc1cccc(C(F)(F)F)c1	-1.2%	8.5%	-7.2%[10.9 µM]	?
c1ccc2c(N3CCCC3)nc(-c3ccncc3)nc2c1	-0.4%	10.1%	-6.9%	-3.1%
Cc1cc(C)cc(Nc2nc3ccccc3nc2-n2nc(C)cc2C)c1	4.0%	7.8%	4.3%[10.9 µM]	8.8%
COc1ccc(CNC(=O)Cc2c(C)c3ccc(O)cc3oc2=O)cc1	-12.5%	-4.3%	-8.3%[10.9 µM]	-0.2%
C/C=C\C1=C(CO)C(=O)[C@@H]2OC2C1=O (some centres not stated)	7.9%[9.22 µM]	-2.9%[9.22 µM]	.	.
O=c1cc(N2CCOCC2)[nH]c(=O)n1Cc1ccc(F)cc1	-1.6%	7.2%	2.3%	0.8%
Cc1ccc(C)c(Cn2c(=O)n(CCc3ccccc3)c(=O)c3c(C)c(C)sc32)c1	11.2%	10.8%	-2.1%[10.9 µM]	0.4%
CCc1ccc(-c2cc3c(N4CCN(c5ccccc5)CC4)nccn3n2)cc1	4.8%	-3.3%	-7.7%[10.9 µM]	?
Cc1ccccc1Nc1nn2c(=O)c3ccc(C(=O)NCCc4ccc(Cl)cc4)cc3nc2s1	?	15.8µM*	-5.3%[10.9 µM]	?
CCOc1ccc(C2C(C(=O)Nc3ccccc3)=C(C)Nc3nc(SCc4cccc(OC)c4)nn32)cc1 (configuration not stated)	-9.1%	-1.8%	-12.3%[10.9 µM]	-0.5%
CCOC(=O)C(C)Sc1nnc(Cn2c(=O)sc3ccccc32)n1-c1ccccc1 (configuration not stated)	-1.6%	-5.4%	-8.8%	0.3%
COc1ccc(OC)c(NC(=O)Cn2cc(C(=O)c3ccc(Cl)cc3)c(=O)c3cc(OC)ccc32)c1	2.5%	2.8%	-12.1%[10.9 µM]	?
Cc1onc(-c2ccccc2Cl)c1C(=O)Oc1ccccc1F	-2.2%	1.2%	15.2%[10.9 µM]	-0.6%
COc1cccc2c1N1C(=O)c3c(C(=O)O)cccc3C1CC2(C)C (configuration not stated)	4.9%	-2.6%	-1.0%	-0.1%
CCc1cnc2c(c1SCC(=O)Nc1cc(Cl)ccc1OC)c(=O)n(C)c(=O)n2C	2.0%	-7.8%	-2.0%[10.9 µM]	?
CCCCCOC(=O)Nc1nnc(CCC)s1	-12.0%	-18.4%	9.2%	7.3%
Cc1noc(C)c1-c1cncnc1N1CCN(C)CC1	-3.6%	5.7%	5.0%	2.7%[11.4 µM]
O=C(CSc1nccn1-c1ccccc1)Nc1ccc2c(c1)OCO2	-0.4%	-20.3%	-11.7%	0.9%
COc1cccc(N2CCN(C(=O)c3ccc(Cn4c(=O)[nH]c5cc(OC)c(OC)cc5c4=O)cc3)CC2)c1	26.2%	2.2%	-7.8%[10.9 µM]	?
NC(N)=Nc1nc(CSCC/C(N)=N\S(N)(=O)=O)cs1	-0.9%	11.8%	-7.7%	.
CC1(c2ccc3c(c2)OCO3)NC(=O)N(CC(=O)Nc2ccc(N3CCOCC3)cc2)C1=O (configuration not stated)	3.4%	0.2%	-9.6%	0.2%
CCN1CCN(c2nc3ccccc3nc2C(C#N)C(=O)OC2CCCCC2)CC1 (configuration not stated)	-26.2%	-4.7%	-6.3%	2.6%
COCCNC(=O)c1ccc(Cn2c(=S)[nH]c3cc4c(cc3c2=O)OCO4)cc1	4.6%	12.8%	-7.9%	3.6%
C=CCn1c(C)cc(C(=O)CSc2nnc(Cc3ccccc3)o2)c1C	-4.4%	-4.0%	-19.6%	-1.8%
CCc1ccc(NC(=O)Cn2ncn3c(cc4ccccc43)c2=O)cc1	?	5.3%	5.6%[10.9 µM]	-0.3%
COc1ccc(NC(=O)CC2Nc3cccc4cccc(c34)NC2=O)cc1 (configuration not stated)	-4.0%	4.1%	-4.8%[10.9 µM]	4.6%

Three entries already listed, sorted by molecular weight, low to high:
Compound	p53ts 39C kill	p53ts 32C kill	Peg3 imprint	IkB sig inh
O=C(CSc1nccn1-c1ccccc1)Nc1ccc2c(c1)OCO2	-0.4%	-20.3%	-11.7%	0.9%
CCc1ccc(-c2cc3c(N4CCN(c5ccccc5)CC4)nccn3n2)cc1	4.8%	-3.3%	-7.7%[10.9 µM]	?
COCCNC(=O)c1ccc(Cn2c(=S)[nH]c3cc4c(cc3c2=O)OCO4)cc1	4.6%	12.8%	-7.9%	3.6%

The list goes on.
Compound	p53ts 39C kill	p53ts 32C kill	Peg3 imprint	IkB sig inh
COc1ccc(Cl)cc1NC(=O)Cn1nnc(C(=O)NCc2ccc3c(c2)OCO3)c1N	-26.1%	-7.3%	-8.8%[10.9 µM]	-2.5%
Cc1cccc(N2CCN(C(=O)Cn3nc(C)c4sc5ccccc5c4c3=O)CC2C)c1 (configuration not stated)	24.6%	-4.5%	-10.9%[10.9 µM]	-0.5%
O=c1nc2n(c3ccc(Br)cc13)CCS2	11.1%	-7.2%	.	.
CCC(=NC(C)c1ccccc1)c1c(O)n(C)c(=O)n(C)c1=O (configuration not stated)	3.4%	-1.9%	-21.2%	?
FC(F)(F)c1ccccc1-c1cc(N2CCNCC2)ncn1	9.0%	-1.4%	-34.7%[inhibitor]	-0.5%[11.4 µM]
COCCn1cnnc1SCC(=O)Nc1ccccc1C(=O)Nc1ccc2c(c1)OCO2	0.2%	-2.2%	-14.3%	1.1%
O=C(Nc1ccc(O)c(-c2nc3ccccc3o2)c1)c1cccs1	23.0%	-2.2%	-14.6%[10.9 µM]	-0.3%
CS(=O)(=O)N1CCCC(C(=O)NCc2ccccn2)C1 (configuration not stated)	-4.2%	-0.4%	-7.6%	-0.5%
CC1=C(c2ccc(C(C)C)cc2)S(=O)(=O)NC1=NCc1ccc(OC(C)C)cc1	-12.2%	-0.7%	-7.8%[10.9 µM]	-2.0%
Cc1ccc(N(C(=O)CC2NC(=O)NC2=O)C2(C(=O)NC3CCCC3)CCCCC2)cc1 (configuration not stated)	2.6%	13.7%	-20.8%	-0.9%
Cc1ccc(CNc2nc3ccccc3n3nnnc23)cc1	1.0%	-4.7%	-0.1%	?
CCc1ccccc1NC(=O)CSc1ncccc1C(=O)O	-13.9%	1.6%	-14.3%[10.9 µM]	0.8%
O=C(Nc1cccnc1)c1cc(-c2ccc(Br)cc2)on1	-12.2%	?	-4.6%	5.8%
Cc1ccc(CSCCC(=O)N2CCN(c3ccc(F)cc3)CC2)cc1	-5.8%	-8.4%	-11.2%[10.9 µM]	1.2%
Cc1c(O)c(=O)ccn1C	4.7%[9.22 µM]	-4.2%[9.22 µM]	.	.
COc1ccc(CNc2oc(COc3ccccc3)nc2C#N)cc1	-4.3%	-1.5%	.	.
O=C1NCCCC1C(=O)N/N=C/c1ccccc1O (configuration not stated)	-8.6%	-0.1%	.	.
CCOC(=O)Cn1c(=O)n(C2CCCC2)c(=O)c2ccccc21	-10.8%	-1.9%	-2.5%	-2.1%
COc1cc2c(cc1OC)C(=O)OC2	6.7%	0.8%	-8.7%	.
Cc1nn(C)c(C)c1S(=O)(=O)NC1CCCc2ccccc21 (configuration not stated)	9.3%	8.4%	-6.9%	-0.2%

Full records as entered above:
CS(=O)(=O)N1CCCC(C(=O)NCc2ccccn2)C1 (configuration not stated) as listed: p53ts 39C kill: -4.2%; p53ts 32C kill: -0.4%; Peg3 imprint: -7.6%; IkB sig inh: -0.5%
CC1=C(c2ccc(C(C)C)cc2)S(=O)(=O)NC1=NCc1ccc(OC(C)C)cc1 as listed: p53ts 39C kill: -12.2%; p53ts 32C kill: -0.7%; Peg3 imprint: -7.8%[10.9 µM]; IkB sig inh: -2.0%

Carrying on:
Compound	p53ts 39C kill	p53ts 32C kill	Peg3 imprint	IkB sig inh
CN(CCc1ccccn1)Cc1ccc(Cl)cc1	7.7%	-6.2%	-12.5%	0.6%
Cc1ccc2c(c1)C1CCCC3C1N2CC(=O)N3Cc1ccccc1 (configuration not stated)	0.3%	-10.8%	0.4%	2.2%
S=C(Nc1ccc2c(c1)Cc1ccccc1-2)Nc1ccc2c(c1)Cc1ccccc1-2	1.4%[9.22 µM]	6.1%[9.22 µM]	-1.7%[10.9 µM]	-0.1%[11.4 µM]
O=C(Nc1cccnc1)c1ccc(CN2CCc3ccccc3C2)cc1	-2.5%	-3.7%	-16.5%	0.6%
Cc1ccccc1Cn1cc(S(=O)(=O)c2ccc(Cl)cc2)c(=O)c2cc3c(cc21)OCO3	2.6%	-0.2%	-4.0%[10.9 µM]	?
O=C(Nc1cccc(-c2cn3cccnc3n2)c1)c1ccco1	-1.8%	5.6%	-2.7%	-1.7%
O=C1CC(c2ccccc2)Cc2[nH]c(=O)c(-c3nc(-c4ccc(Cl)cc4)cs3)cc21 (configuration not stated)	-10.2%	24.9%	-21.0%[10.9 µM]	?
COC(=O)c1c(-c2cccs2)csc1NC(=O)COc1ccc(C)cc1	17.5%	4.9%	-0.8%[10.9 µM]	-0.2%
Cc1cccc(OCC(=O)NCc2ccc3c(c2)CCN3C(=O)c2ccc(Cl)cc2)c1	-12.5%	-0.6%	-3.9%[10.9 µM]	?
COc1ccc(/C=N/NC(=O)CCSc2nc3ccccc3s2)cc1	-29.0%	-17.2%	.	.
CCOC(=O)c1c(C)c(C(=O)Nc2cc(OC)ccc2OC)c(C)n1CC	2.8%	-3.3%	-17.1%	0.1%
COc1ccc(-n2c(=O)c3c4c(sc3n(CC(=O)NCc3ccco3)c2=O)CCC4)c(OC)c1	-2.0%	4.3%	-7.7%	-1.4%
COc1ccc(-n2nc3ccc(NS(C)(=O)=O)cc3n2)cc1Cl	-17.6%	-0.9%	-68.7%[inhibitor]	3.2%
CCOC(=O)c1c(C)c(C(=O)N2CCCCCC2)c(C)n1CC	10.5%	-8.6%	-11.9%	2.1%
Cn1c(=O)c(-c2cc(F)cc(F)c2)nc2cncnc21	-0.6%	2.7%	-3.8%	-0.6%[11.4 µM]
CC1(C)C2CCC1(C)C(OC(=O)CCn1ccnc1)C2 (configuration not stated)	-1.8%	0.5%	-16.1%	3.1%
CCCN(CCO)Cc1ccc(F)c(Br)c1	-7.6%	-4.5%	.	.
Cc1ccc(Cl)cc1NS(=O)(=O)c1ccc2c(c1)NC(=O)CCS2	-10.0%	-21.8%	-6.0%[10.9 µM]	?
Cc1ccccc1-c1nc2scc(CCNS(=O)(=O)c3ccccc3)n2n1	-11.0%	9.2%	-10.5%[10.9 µM]	?
